CHX counter – affects cycloheximide protein synthesis inhibition readout, counter-screen; max response, %; cell reporter, cycloheximide protein synthesis inhibition counterscreen; AID 2314; 300,000 compounds, 12% hits; in the data active means max response mostly above about 13%, no sharp cut-off; inactive means mostly below about 14%; further: read at 38.3 µM for the half of the compounds with a filed dose; 0% is about no effect
TbPYK inhibitor – blocks Trypanosoma brucei pyruvate kinase | Q57TT1 | AID 624173 | TbPYK enzyme, Kinase-Glo Plus ATP luminescence, 45 min | Potency, µM (titrated, usually from 76.8 µM), for inactives: at the top dose activity, negative = inhibition, most hits filed as inhibitors | 410,000 compounds, 0.12% hits; further: potency means the concentration at half of the fitted maximal effect; on the % scale 0 is the no-effect control and ±100 the full control effect; nearly all actives have a fitted effect of over 50% in size
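Luminescence from Kinase-Glo Plus, added after a 45-minute room-temperature reaction, served as the end-point read-out. The enzyme and substrate were preincubated with compound before ADP (130 uM final) initiated turnover. Concentration-effect curves came from normalized qHTS data.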
Pf growth 48h – P. falciparum growth inhibition at 48 hours (one generation) | Potency, µM (top dose mostly 28.7 µM), for inactives: at the highest dose activity change, negative = inhibition, hits mostly inhibitors | 310,000 compounds, 5.9% hits | P. falciparum luciferase growth in erythrocytes, 48 h | AID 504832; further: potency means the concentration at half of the fitted maximal effect; on the % scale 0 is the no-effect control and ±100 the full control effect
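Luciferase-expressing P. falciparum in infected erythrocytes (2% hematocrit, 0.1% parasitemia final) in RPMI 1640/0.5% Albumax were exposed to compound for 48 hours at 37 C, 5% CO2; growth read as luminescence.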
HCV inhibitor – inhibitors of hepatitis C virus infection; Huh7.5.1 HCVcc-Cre infection, luciferase reporter, 44 h; Potency, µM (titrated, usually from 41.8 µM), without a hit: top-dose activity change, negative = inhibition, hits mostly inhibitors; 340,000 compounds, 3.4% hits; AID 651820; further: potency means the concentration at half of the fitted maximal effect; on the % scale 0 is the no-effect control and ±100 the full control effect
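After 44 h co-culture of compound, cells and HCVcc-Cre (~0.5 moi), substrate is added for 15 min at room temperature and luciferase measured over 15 sec. Cells were seeded at 1,000/well and pre-cultured 4 h.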
Shiga inhibitor – inhibitors of Shiga toxin in Vero cells. Vero cells, Shiga toxin protein synthesis inhibition reporter. inhibition, % at 38.7 µM. 290,000 compounds, 9.2% hits; in the data active means inhibition mostly above about 28%, no sharp cut-off; inactive means mostly below about 43%; further: 0% is about no effect
LmPK inh – LmPK (Leishmania mexicana) enzyme inhibition; Q27686; purified LmPK, Kinase-Glo ATP luminescence, 1 h; Potency, µM (titrated, usually from 57.5 µM), inactives show at the top dose activity change, negative = inhibition, most hits filed as inhibitors; 290,000 compounds, 0.37% hits; AID 1721; further: potency means the concentration at half of the fitted maximal effect; on the % scale 0 is the no-effect control and ±100 the full control effect
Target sequence (Q27686 whole entry, looked up): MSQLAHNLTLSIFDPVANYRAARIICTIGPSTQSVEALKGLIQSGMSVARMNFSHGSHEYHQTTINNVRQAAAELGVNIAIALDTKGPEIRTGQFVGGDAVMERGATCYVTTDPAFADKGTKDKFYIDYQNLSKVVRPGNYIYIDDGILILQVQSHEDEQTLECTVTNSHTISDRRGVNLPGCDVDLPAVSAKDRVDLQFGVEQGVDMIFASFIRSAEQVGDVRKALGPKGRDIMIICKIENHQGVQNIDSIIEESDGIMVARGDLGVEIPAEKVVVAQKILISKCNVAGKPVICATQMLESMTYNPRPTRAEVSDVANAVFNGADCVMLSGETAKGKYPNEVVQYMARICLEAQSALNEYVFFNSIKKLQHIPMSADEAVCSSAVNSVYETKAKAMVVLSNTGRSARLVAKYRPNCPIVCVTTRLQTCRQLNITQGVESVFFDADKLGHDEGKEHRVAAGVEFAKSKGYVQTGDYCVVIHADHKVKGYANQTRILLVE
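In 50 mM imidazole pH 7.2 with 7 mM MgCl2, LmPK (0.1 nM) turned over PEP (0.5 mM) and ADP (0.1 mM) for 1 h at room temperature. Luciferase read-out of ATP.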
Pf growth 96h – P. falciparum growth inhibition at 96 hour, primary screen for plastid delayed-death inhibitors. 320,000 compounds, 6.9% hits. Potency, µM (top dose mostly 28.7 µM), without a hit: at the highest dose activity change, negative = inhibition, hits mostly inhibitors. P. falciparum luciferase reporter growth, 96 h; further: potency means the concentration at half of the fitted maximal effect; on the % scale 0 is the no-effect control and ±100 the full control effect
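Plates of compound plus infected erythrocytes (2% hematocrit, 0.05% parasitemia final) incubate 96 hours, 37 C, 5% CO2. Detection reagent added; reduced luminescence from the parasites' luciferase reporter flags inhibition.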
* marks the source's active call; other numbers are inactive results; ? = inconclusive; · = no result given; + = active, no number; [ ] = another dose, or the depositor's remark. Unless noted, the call rests on the fitted dose curve; in most records, active means well fitted curve in the direction sought with a large enough effect; inconclusive means small, poorly fitted or top-dose-only effect, or another doubt; inactive means no such curve, though single readings can be large; an effect the other way counts as inactive or inconclusive.

SMILES	CHX counter	TbPYK inhibitor	Pf growth 48h	HCV inhibitor	Shiga inhibitor	LmPK inh	Pf growth 96h
CCOC(=O)CCCNC(=O)CN1C(=O)NC2(CCCCCC2)C1=O	-2	1%	82%[activator]	24%	-9	-3%	?
O=C(NCc1ccccn1)C1CCCN(S(=O)(=O)c2ccccc2)C1 (stereo unspecified)	-3	4%	5%	23%	-8	1%	·
CC(=O)Nc1ccc(S(=O)(=O)NCC(=O)OCC(=O)NC(=O)c2cccn2C)cc1	-1	-19%	-4%	?	3	0%	43%[activator]
COc1ccccc1Nc1nnc(Cc2ccccc2)c(=O)[nH]1	-2	-3%	22%	-12%	-2	0%[11.5 µM]	12µM*
O=C(CCc1ccccc1)NC(c1cccs1)c1cc(Cl)c2cccnc2c1O (stereo unspecified)	9	-8%	0.41µM*	1µM*	-12	11%	10%
O=c1oc2cc(O[C@@H]3OC[C@@H](O)[C@H](O)[C@H]3O)ccc2c2ccccc12	-3	-3%	-4%[0.00184 µM]	-1%	-11	7%	37%[activator]
COc1ccccc1NC(=O)C(C)N(C)CCOc1ccccc1 (stereo unspecified)	4	6%	?	-9%	-19	-4%	-4%
CS(=O)c1ccccc1COC(=O)Nc1cccc(Cl)c1 (stereo unspecified)	-1	-21%	50%[activator]	-22%	-6	-2%	-17%
COc1ccc(/C=N/Nc2nc(-c3cccc(S(=O)(=O)N4CCCC4)c3)cs2)cc1OC	15	-12%	9.3µM*	10µM*	+	-1%	12µM*
Cc1ccc(CN2CCN(/N=C/C=C/c3ccccc3[N+](=O)[O-])CC2)cc1	12	-6%	-22%	-10%	2	-1%	2%
Cc1cc(NCc2ccccc2)nc(-c2ccccc2O)n1	29	0%	?	?	25	1%	49%[activator]
CCOC(=O)C1(CCOc2ccccc2)CCN(Cc2cc(OC)cc(OC)c2)CC1	-1	3%	?	?	-16	0%	0%
O=C(CSC1=NCCS1)N1CCCCCC1	14	-1%	-18%	8%	25	2%	?
CC(=O)c1ccc(Oc2ccc(C(=O)c3ccc(C)c(C)c3)cc2[N+](=O)[O-])cc1	2	-2%	17%	4%	-4	0%	25%
O=C(Nc1ccccc1)N1CCCC1c1cccs1 (stereo unspecified)	10	-1%	-21%	6%	18	-5%	?
CCCN(CC(=O)Nc1ccccc1C)C(=O)c1ccc2ccccc2n1	·	-10%	-5%	-28%	·	·	5%
CN1CC2(Cc3c1ccc1ccccc31)C(=O)OC(C)(C)OC2=O	1	?	5%	-1%	11	?	60%[activator]
Cc1ccc(N=Nc2c(O)n(CN3CCOCC3)c3ccccc23)cc1	63*	-15%	-1%	-12%	106*	-3%	·
COc1ccc(NC(=O)CSCC(=O)Nc2nnc(C3CC3)s2)cc1	·	-4%	1%	8%	·	·	4%
COC(=O)C(=Nc1ccccc1)/C(C(=O)C(=O)N(C)c1ccccc1)=C(\O)c1ccc(Cl)cc1	24*	-2%	23%	8%	127*	1%	23%
Cc1ccccc1Nc1scc(-c2ccc(Br)cc2)[n+]1-c1ccccc1C	12	-8%	?	?	16	3%	?
O=C(NCc1ccccc1)c1ccc(Cl)c(NC2=NC3CS(=O)(=O)CC3S2)c1 (stereo unspecified)	2	5%	33%	20%	8	-2%	?
Cn1c(N)c(C(=O)COC(=O)CCCc2c[nH]c3ccccc23)c(=O)n(C)c1=O	-5	-7%	·	-8%	-10	4%	?
COc1cc(NC(=O)COc2ccccc2C)ccc1NC(=O)c1ccco1	-2	4%	12%	?	-5	1%	-22%

One compound at a time, as listed above. Order of values: CHX counter | TbPYK inhibitor | Pf growth 48h | HCV inhibitor | Shiga inhibitor | LmPK inh | Pf growth 96h
Cc1ccc(N=Nc2c(O)n(CN3CCOCC3)c3ccccc23)cc1 is listed as 63* | -15% | -1% | -12% | 106* | -3% | ·
O=C(NCc1ccccc1)c1ccc(Cl)c(NC2=NC3CS(=O)(=O)CC3S2)c1 (stereo unspecified) is listed as 2 | 5% | 33% | 20% | 8 | -2% | ?

The listing picks up, starting seven compounds before the break.
SMILES	CHX counter	TbPYK inhibitor	Pf growth 48h	HCV inhibitor	Shiga inhibitor	LmPK inh	Pf growth 96h
Cc1ccc(N=Nc2c(O)n(CN3CCOCC3)c3ccccc23)cc1	63*	-15%	-1%	-12%	106*	-3%	·
COc1ccc(NC(=O)CSCC(=O)Nc2nnc(C3CC3)s2)cc1	·	-4%	1%	8%	·	·	4%
COC(=O)C(=Nc1ccccc1)/C(C(=O)C(=O)N(C)c1ccccc1)=C(\O)c1ccc(Cl)cc1	24*	-2%	23%	8%	127*	1%	23%
Cc1ccccc1Nc1scc(-c2ccc(Br)cc2)[n+]1-c1ccccc1C	12	-8%	?	?	16	3%	?
O=C(NCc1ccccc1)c1ccc(Cl)c(NC2=NC3CS(=O)(=O)CC3S2)c1 (stereo unspecified)	2	5%	33%	20%	8	-2%	?
Cn1c(N)c(C(=O)COC(=O)CCCc2c[nH]c3ccccc23)c(=O)n(C)c1=O	-5	-7%	·	-8%	-10	4%	?
COc1cc(NC(=O)COc2ccccc2C)ccc1NC(=O)c1ccco1	-2	4%	12%	?	-5	1%	-22%
COc1ccc(N=Cc2c(O)[nH]c3ccccc23)cc1	37*	8%	259%[activator]	?	40*	-9%	12%
COC(=O)C1=CN(Cc2ccc(OC)c(OC)c2)C=C(C(=O)OC)C1c1ccc(F)cc1	0	1%	?	-27%	-10	2%	500%[activator]
COc1ccc(CC(NC(C)=O)C(=O)NC2CCN(c3c(Cc4ccccc4)c(C)nc4ncnn34)CC2)c(OC)c1 (stereo unspecified)	-4	2%	18%	-17%	-3	0%	55%[activator]
Cc1onc(-c2ccccc2Cl)c1C(=O)NC(=S)Nc1ccccc1C(N)=O	-2	7%	-10%	11%	-9	4%	4%
O=C(Cc1n[nH]c(=O)c2ccccc12)OCC(=O)c1ccc(OC(F)F)cc1OC(F)F	·	-5%	0%	-27%	·	·	0%
COCC(C)NC(=O)/C(=C/c1ccccc1)c1ccccc1 (stereo unspecified)	-1	3%	18%[5.75 µM]	1%	15	-2%	?
CCOc1ccc(Br)cc1CNc1ccc2c(c1)OCCO2	23*	-22%	-21%	11µM*	43	2%	-8%
CCOc1nc(C)ccc1-c1noc(-c2ccco2)n1	32*	5%	153%[activator]	-11%	42	0%	21%
CC(C)c1ccc(NC(=O)CSc2nc(=O)n(CCCN3CCOCC3)c3c2CCCC3)cc1	·	6%	?	?	·	·	?
COc1cc2ccccc2cc1C(=O)OCc1nc2ccsc2c(=O)[nH]1	·	1%	10%	-20%	·	·	-16%
CCOC(=O)C1(CCc2ccccc2)CCN(Cc2csc(C(C)=O)c2)CC1	-3	2%	?	6.3µM*	19	1%	?
Nc1ncnc2c1ncn2CCNCCc1ccccc1	-2	-7%	-14%	3%	-12	-11%	-22%
Cc1ccc(S(=O)(=O)Cn2nnnc2C(CC(C)C)N2CCN(c3ccccc3)CC2)cc1 (stereo unspecified)	-2	1%	7.4µM*	9%	-2	2%	33%
Cc1nc2c(c(C)nn2-c2ccccc2)c(C)c1CCC(=O)N1CCC2(CC1)OCCO2	-1	6%	?	0%	-2	-11%	-2%
CCn1c(SCC(=O)N2CCCC2=O)nnc1-c1cccs1	·	3%	16%	4%	·	·	13%
N#C/C(=C\c1ccccc1C(F)(F)F)C(=O)Nc1ccccc1F	-3	-15%	-3%	-4%	-1	-5%	6%
CN1CCN(Cc2nc3ccccc3c(=O)n2Cc2nc(-c3ccc([N+](=O)[O-])cc3)cs2)CC1	-9	7%	?	?	-36	1%	2.6µM*
CCCOc1ccc(C(=O)NCCN2CCOCC2)cc1	-4	-26%	32%[activator]	1%	·	14%	?
CCOC(=O)COc1ccc([N+](=O)[O-])cc1	2	0%	17%	15%	-12	-3%	0.41µM*
O=C(/C=C/c1cccc(F)c1)N1CCN(c2ncccn2)CC1	11	-3%	36%[activator]	12%	-4	2%	-16%
COc1ccccc1C(=O)Nc1ccc2c3c(cccc13)CC2	38*	-4%	59%[activator]	?	87*	0%	-13%
Cc1ccc(NC(=O)COC(=O)c2cccc3c(=O)c(C)c(-c4ccccc4)oc23)cc1	-5	-4%	11%	?	-13	-2%	-8%
CCN(CCCNC(=O)CSc1cc(=O)n(C)c2cc(Cl)ccc12)Cc1ccccc1	-2	-8%	12%	?	-20	5%	-29%
O=C(Nc1ccn(-c2ccccc2)n1)c1ccc(Cl)cc1	45*	-12%	40%[activator]	7.1µM*	106*	-1%	?
Cc1ccc(C(=O)NCc2ccncc2)cc1S(=O)(=O)Nc1cccc(C)c1C	-4	-3%	-24%	?	-9	1%	-15%
O=C(O)/C=C\C(=O)N1CCc2ccccc21	-2	-9%	-6%	3%	-10	-6%	?
CC(OC(=O)c1n[nH]c2ccccc12)C(=O)Nc1ccccc1[N+](=O)[O-] (stereo unspecified)	·	-10%	62%[activator]	-6%	·	·	31%[activator]
NS(=O)(=O)c1ccc(CCNC(=O)/C=C/c2ccc([N+](=O)[O-])cc2)cc1	-2	1%	?	7%	2	4%	21%[5.75 µM]
COc1ccc(C(Nc2ccccn2)c2oc(CO)cc(=O)c2O)cc1 (stereo unspecified)	-2	?	7%	1%	-14	-5%	-5%
O=C(Nc1ccc(SC(F)F)cc1)C12CCC(CC1)C2	19*	5%	93%[activator]	-21%	77*	2%	53%[activator]
Cc1nn(Cc2ccccc2)c(Cl)c1C(=O)OCC(=O)NCC1CCCO1 (stereo unspecified)	5	2%	-11%	-9%	-8	1%	?

Source: PubChem (National Center for Advancing Translational Sciences (NCATS))
